HepG2 tox – kills HepG2 cells in TGF-b inhibitor counter-screen. HepG2 CAGA-GFP viability, ATP luminescence, 18 h. Potency, µM (titrated, usually from 46.1 µM), without a hit: at the highest dose activity change, negative = cytotoxicity, most hits filed as cytotoxic. 0.76% of 410,000 active; further: potency means the concentration at half of the fitted maximal effect; some results filed as inactive show a strong effect at the top dose
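CellTiter-Glo luminescence gave cytotoxicity after 18 hours at 37 degrees C. The cells were HepG2 CAGA-GFP in 1% FBS DMEM, stimulated with 500 pg/mL TGF-beta after compound addition. %Activity was normalised to no-cell wells (complete cell-killing) and DMSO (no toxicity), and curves were fitted and classified.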
KB-3-1 tox – KB-3-1 parental cell cytotoxicity | KB-3-1 viability, CellTiter-Glo ATP luminescence, 72 h | Potency, µM (top dose mostly 46.1 µM), for inactives: top-dose activity change, negative = cytotoxic, hits mostly cytotoxic | 1.4% of 400,000 active; further: potency means the concentration at half of the fitted maximal effect; on the % scale 0 is the no-effect control and ±100 the full control effect; nearly all actives have a fitted effect of over 60% in size
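Using CellTiter-Glo luminescence, growth of non-resistant KB-3-1 adenocarcinoma cells is assessed 72 h after pin-tool compound addition at 37 °C. Normalized responses across the concentration series yield fitted curves.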
S2 tox – reduces viability in counter-screen for ATXN expression inhibitors; Potency, µM (highest dose often 56.7 µM), hits mostly cytotoxic; S2 cells (HEK-293 line with an ATXN2-luciferase reporter) viability, CellTiter-Fluor protease fluorescence, 24 h; 0.49% of 400,000 active; further: potency means the concentration at half of the fitted maximal effect; nearly all actives have a fitted effect of over 40% in size
HT1080NT lethal – kills 2HG-producing HT-1080-NT fibrosarcoma cells. HT-1080-NT fibrosarcoma viability, CellTiter-Glo ATP luminescence, 48 h. AID 686970. Potency, µM (doses to about 46.1 µM), for the others: top-dose activity, negative = less viability, actives largely listed as cytotoxic. 1.6% of 360,000 active;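 further: NT is the 2HG producing partner of a matched IDH1 knockdown line; potency means the concentration at half of the fitted maximal effect; 0% = DMSO-treated cells and -100% = media-only wells without cells; nearly all actives have a fitted effect of over 55% in size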
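HT-1080-NT; 750 cells/well; 5% FBS RPMI; 48 h compound, 37 degrees C; CellTiter-Glo luminescence; curve fitting and curve-class assignment.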
IL-1B inflam inh – inhibitors of inflammasome signaling (IL-1 beta secretion) | THP-1 LPS/ATP IL-1B secretion, AlphaLISA, 16 h; hits give low values | activity change, % at 57.5 µM | 4.7% of 360,000 active | AID 743279; in the data active means activity change below about -50%; inconclusive means mostly about -30% to -49%; further: on the % scale 0 is the no-effect control and ±100 the full control effect
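Secreted IL-1B measured by AlphaLISA bead assay after 16 h compound exposure of THP-1 cells; compounds (final up to 57.5 uM) added 1 h before LPS (250 ng/mL) and ATP (1.25 mM) stimulation; lower signal means less secretion.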
ATXN2 expr inh – ATXN2 expression inhibition | HEK-293 ATXN2-luciferase reporter, luminescence, 24 h | Potency, µM (titrated, usually from 57 µM), without a hit: at the top dose activity change, negative = inhibition, hits mostly inhibitors | 0.72% of 360,000 active; further: potency means the concentration at half of the fitted maximal effect; on the % scale 0 is the no-effect control and ±100 the full control effect; nearly all actives have a fitted effect of over 55% in size
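ATXN2-luciferase reporter cells (luciferase flanked by upstream and downstream ATXN2 gene portions) were treated 24 h at 37 °C with compounds at up to 57 uM. SteadyGlo luminescence gave expression; GF-AFC fluorescence gave viability.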
HT1080 IDH1KD tx – kills HT-1080 cells with IDH1 knockdown. HT-1080 IDH1 knockdown viability, ATP luminescence, 48 h. Potency, µM (titrated, usually from 46.1 µM), without a hit: at the highest dose activity, negative = toxicity, actives largely listed as cytotoxic. 2% of 360,000 active. AID 686971;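 further: potency means the concentration at half of the fitted maximal effect; 0% = DMSO wells and -100% = cell-free medium wells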
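Luminescent ATP read-out (CellTiter-Glo, 10 min at room temperature) after 48 h compound exposure at 37 °C gave viability of IDH1-knockdown HT-1080 cells. Activity was normalised to DMSO and cell-free wells, then fitted as concentration-response curves.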
MCF10A rerep – induces DNA re-replication in MCF 10a normal breast cells; 2.9% of 350,000 active; Potency, µM (titrated, usually from 46.1 µM), inactives show top-dose activity, positive = re-replication, actives largely listed as activators; MCF 10A DNA re-replication, Hoechst nuclear intensity, 48 h; AID 624296; further: potency means the concentration at half of the fitted maximal effect; % of control where 0% means no effect; nearly all actives have a fitted effect of over 50% in size
SW480 rerep – induces DNA re-replication in SW480 colon adenocarcinoma cells. SW480 DNA re-replication, Hoechst DNA content imaging, 48 h. Potency, µM (titrated, usually from 46.1 µM), for the others: at the top dose re-replication activation, usual class: activators. 1.8% of 340,000 active; further: potency means the concentration at half of the fitted maximal effect; % of control where 0% means no effect; nearly all actives have a fitted effect of over 55% in size
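DNA re-replication was detected as more nuclei of elevated Hoechst intensity after 48 hr exposure to compound (23 nL pinned per well of 250 cells).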
* hit, by the source's call; i = inactive; ? = inconclusive; / = not tested or not shown; [ ] = remark or other dose. Unless noted, the call rests on the fitted dose curve; in most records, active means well fitted curve in the direction sought with a large enough effect; inconclusive means small, poorly fitted or top-dose-only effect, or another doubt; inactive means no such curve, though single readings can be large; an effect the other way counts as inactive or inconclusive.

1	N#CC12C(N)=NC3(OCCO3)C1(C#N)C1=C(CCC1)NC2c1ccccc1 (configuration not stated)
2	O=C(CN1C(=O)NC2(CCCCC2)C1=O)Nc1cccc(Cl)c1Cl
3	COc1ccc(-c2ccc(NS(=O)(=O)c3ccccc3Cl)cc2)nn1
4	COC(=O)CSc1nnc(CNC(=O)c2cc(OC)cc(OC)c2)n1-c1ccc(F)cc1
5	Cc1ccc2[nH]c3c(c2c1)CCN(C)C3
6	COC(=O)C1=C(CS(=O)(=O)c2cc(OC)ccc2OC)NC(=O)NC1c1ccc(O)c(OC)c1 (configuration not stated)
7	CCOC(=O)c1ccccc1NC(=O)Cn1c(=O)n(-c2cccc(C)c2)c(=O)c2c1c1cc(C)ccc1n2C
8	O=C1NC[C@@H](CCCCN2C[C@H](Cc3ccc(O)cc3)N(CCc3ccccc3)C(=O)C2=O)N(CCc2ccc(O)cc2)C1=O
assay / compound | 1 | 2 | 3 | 4 | 5 | 6 | 7 | 8
HepG2 tox | -15% | -18% | -5% | 5% | -20% | -7% | -2% | /
KB-3-1 tox | 0% | -24% | 4% | 2% | -9% | 5% | 9% | 16%
S2 tox | i | i | ? | i | i | i | ? | i
HT1080NT lethal | -3% | -1% | / | 18% | -3% | 26% | / | 11%
IL-1B inflam inh | 39 | 5 | / | ? | ? | -11 | / | -14
ATXN2 expr inh | 2% | / | -25% | -1% | -10% | 11% | 3% | 1%
HT1080 IDH1KD tx | 0% | -10% | / | ? | -2% | 30% | / | 25%
MCF10A rerep | -3% | 1% | / | 8% | 11% | 3% | / | /
SW480 rerep | 5% | -1% | / | -2% | -13% | 0% | / | /

9	O=C(CSc1n[nH]c(-c2ccccc2Br)n1)NCCN1C(=O)CSC1=O
10	COc1ccccc1/C=N/NC(=O)CC(=O)NCc1ccccc1
11	Cc1c(C)n(CC(O)CN2CCCCC2)c2ccccc12 (configuration not stated)
12	CCc1nnc(NC(=O)CSc2nc3c([nH]c4ccccc43)c(=O)n2-c2ccc(C)cc2)s1
13	S=C(NCc1ccncc1)Nc1ccc(Br)cc1
14	COc1ccccc1NCC(O)Cn1c2ccccc2c2ccccc21 (configuration not stated)
15	CC(=O)Oc1cccc(-c2nc3ccccc3c(=O)o2)c1
16	O=S(=O)(Nc1cccc(CCc2ccccn2)c1)c1ccc(Cl)cc1
assay / compound | 9 | 10 | 11 | 12 | 13 | 14 | 15 | 16
HepG2 tox | -1% | 3% | -40% | -22% | 3% | -115% | -34% | -35%
KB-3-1 tox | 0% | -3% | 14% | 3% | -22% | -30% | ? | -24%
S2 tox | i | i | i | i | i | i | i | i
HT1080NT lethal | 13% | 16% | -24% | / | -6% | -29% | -4% | ?
IL-1B inflam inh | 0 | -51* | ? | / | 23 | -7 | 0 | 0
ATXN2 expr inh | 0% | -23%[11.3 µM] | -4% | 16% | -19% | -17% | -14% | /
HT1080 IDH1KD tx | 3% | 19% | -11% | / | -9% | ? | 6% | -6%
MCF10A rerep | -1% | -4% | 0% | / | -11% | ? | -18% | 3%
SW480 rerep | / | 0% | -2% | / | -1%[9.22 µM] | ? | -17% | -14%

17	Cc1ccccc1OCCC(=O)OCC(=O)NC1CCS(=O)(=O)C1 (configuration not stated)
18	CNC(=O)c1cccc(NC(=O)c2cc(-c3ccccc3)nc3c2cnn3C(C)C)c1
19	Cc1ccc(C(C)C)c(OCCCn2ccnc2C)c1
20	Cc1ccc(CNC(=O)CN2C(=O)COc3ccc(S(=O)(=O)N4CCC(C)CC4)cc32)o1
21	CSCCC(NC(=O)c1ccc(C(C)(C)C)cc1)C(=O)OCC(=O)N1CCCC1=O (configuration not stated)
22	O=c1cc2n(c(=O)[nH]1)CCC1=C2CCCC1
23	Cc1c(C(=O)O)sc2nc(SCC(=O)Nc3ccc(S(=O)(=O)NCCCC(=O)O)cc3)[nH]c(=O)c12
24	COC(=O)c1c(-c2ccc(Br)cc2)csc1NC(=O)Cc1ccc(OC)c(OC)c1
assay / compound | 17 | 18 | 19 | 20 | 21 | 22 | 23 | 24
HepG2 tox | 2% | -27% | 8% | 0% | -5% | -3% | 0% | -12%
KB-3-1 tox | -2% | ? | -28% | 6% | 4% | 2% | 9% | ?
S2 tox | i | ? | i | ? | i | i | i | i
HT1080NT lethal | 2% | 1%[9.24 µM] | -11% | 15% | 4% | -1% | 2% | -10%
IL-1B inflam inh | 7 | ? | -16 | 7 | 32 | 36 | 12 | -6
ATXN2 expr inh | 11% | ? | -26% | 2% | -1% | -6% | / | -14%
HT1080 IDH1KD tx | -1% | ? | -1% | 7% | 6% | 0% | 4% | -17%
MCF10A rerep | -4% | ? | 5% | 0% | 12% | 3% | 0% | -4%
SW480 rerep | 5% | -4% | 5% | -6% | -6% | 0% | -111%[inhibitor] | 16%

25	CN1CCN(C(=O)CC2C(=O)NCCN2Cc2ccc(-c3ccccc3)cc2)CC1 (configuration not stated)
26	CCOC(=O)C1CCN(S(=O)(=O)c2ccc(Cl)s2)CC1
27	CCOc1ccc(CCNC(=O)c2cccc(N3CCCC3=O)c2)cc1OCC
28	C/C(Cl)=C\Cn1c(Nc2ccc(C)cc2)nc2c1c(=O)n(C)c(=O)n2C
29	COc1cc(/C=N/n2c(-c3n[nH]c4c3CCC4)n[nH]c2=S)cc(OC)c1O
30	O=C(Nc1nnc(-c2ccco2)s1)c1ccccc1
31	COc1ccc(OC)c(S(N)(=O)=O)c1
32	Cc1n[nH]c(C)c1S(=O)(=O)N1CCN(S(=O)(=O)c2ccccc2C#N)CC1
assay / compound | 25 | 26 | 27 | 28 | 29 | 30 | 31 | 32
HepG2 tox | -12% | 10% | -1% | -39% | 14% | -2% | -1% | 1%
KB-3-1 tox | 9% | ? | 9% | -2% | 14% | -6% | 5% | 6%
S2 tox | ? | i | ? | i | ? | i | i | ?
HT1080NT lethal | 1% | 6% | 8% | -4% | 3% | -1% | 8% | -2%
IL-1B inflam inh | 17 | 16 | 33 | 21 | 112 | -8 | 14 | -17
ATXN2 expr inh | -7% | 10% | -16% | -9% | 23% | -31% | 9% | /
HT1080 IDH1KD tx | 4% | 1% | 8% | -5% | -2% | ? | -1% | 3%
MCF10A rerep | -28% | 2% | 4% | -5% | 12% | 11% | 1% | 5%
SW480 rerep | -9% | -6% | -2% | -4% | -11% | -6% | -2% | -7%

Whole records from above. Order of screens: HepG2 tox, KB-3-1 tox, S2 tox, HT1080NT lethal, IL-1B inflam inh, ATXN2 expr inh, HT1080 IDH1KD tx, MCF10A rerep, SW480 rerep
CCOC(=O)C1CCN(S(=O)(=O)c2ccc(Cl)s2)CC1 reads 10%, ?, i, 6%, 16, 10%, 1%, 2%, -6%
Cc1n[nH]c(C)c1S(=O)(=O)N1CCN(S(=O)(=O)c2ccccc2C#N)CC1 reads 1%, 6%, ?, -2%, -17, /, 3%, 5%, -7%

Continuation:
33	CC1(C(=O)NS(=O)(=O)c2ccc(C#N)cc2)CCN1C(=O)c1cccc(F)c1 (configuration not stated)
34	COc1ccc(C(=O)NCC(=O)N=Nc2c(O)n(Cc3ccccc3)c3ccccc23)cc1OC
35	CCCCCCCCN1C(=O)[C@H](CC(=O)N2CCCCC2)C[C@@]2(C(=O)OC)CCCCC=C12
36	COc1cc(OC)cc(-c2n[nH]c(=S)n2-c2ccc3c(c2)OCO3)c1
37	Cc1cc(C)c(NN=c2c(=O)c3ccccc3c2=O)c(C)c1
38	CCOc1ccc(NS(=O)(=O)c2ccc(C(=O)NCC3(N(C)C)CCCCC3)cc2)cc1
39	COc1cc(SC)ccc1C(=O)Nc1ccc(S(=O)(=O)N2CCCC2)cc1
40	Cc1ccc2c(CC(=O)Nc3c(C)n(C)n(-c4ccccc4)c3=O)coc2c1
assay / compound | 33 | 34 | 35 | 36 | 37 | 38 | 39 | 40
HepG2 tox | 1% | -2% | / | 13% | 24% | -33% | -48% | -29%
KB-3-1 tox | -1% | 3% | ? | 13% | 9% | -11% | 0% | -1%
S2 tox | i | i | ? | i | ? | i | i | i
HT1080NT lethal | 16% | -10% | ? | 4% | 26% | -14% | -9% | 3%
IL-1B inflam inh | -4 | -7 | ? | 5 | -5 | -17 | 19 | -15
ATXN2 expr inh | 2% | -30% | ? | 4% | 29% | -4% | -16% | 1%
HT1080 IDH1KD tx | 16% | -13% | ? | -5% | 18% | -9% | -23% | 12%
MCF10A rerep | / | 0% | / | 0% | -1% | 10% | -4% | -1%
SW480 rerep | / | -7% | / | -6% | -10% | ? | 1% | 1%

41	Cc1ccc(S(=O)(=O)N2CCC(C)CC2)cc1C(=O)NCCN1CCOCC1
42	CCCCSc1nc(N)c(NC(=O)c2ccco2)c(=O)[nH]1
43	CC1=Nn2c(nnc2-c2ccccc2F)SC1
44	CC(C)CC(C(=O)OCC(=O)Nc1cccc(Cl)c1)N1C(=O)C2CC=CCC2C1=O (configuration not stated)
45	CC(=O)c1sc(NC(=O)c2ccc(F)c(F)c2)nc1C
46	Clc1ccccc1C=NNc1ccccn1
47	COc1ccc(-c2cccc(NS(=O)(=O)c3cc(C)ccc3OC)c2)nn1
assay / compound | 41 | 42 | 43 | 44 | 45 | 46 | 47
HepG2 tox | 8% | -9% | 3% | -26% | -24% | -1% | -20%
KB-3-1 tox | 7% | -1% | 0% | -8% | 10% | -4% | -20%
S2 tox | i | i | i | i | i | i | i
HT1080NT lethal | 5% | 11% | 6% | 1% | 13% | 14% | /
IL-1B inflam inh | 24 | -1 | 6 | -6 | -12 | 11 | /
ATXN2 expr inh | -5% | -3% | 6% | -11% | 32%[activator] | 51%[activator] | -24%
HT1080 IDH1KD tx | 7% | 12% | 14% | 4% | 10% | 20% | /
MCF10A rerep | 1% | -1% | 686%[0.0737 µM] | -9% | -16% | -4% | /
SW480 rerep | -2% | 0% | -5% | -3% | -3% | 0% | /

Source: PubChem BioAssay (National Center for Advancing Translational Sciences (NCATS))
